Screening results (PubChem BioAssay)
PLCb3 inh – human PLC-beta3 inhibitors, primary screen, biochemical, fluorescence. Purified PLC-beta3, fluorogenic substrate. inhibition, % at 12.2 µM. 370,000 tested, 0.18% active; in the data active means inhibition above about 11%;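 further: 0% = median of compound wells on plate and 100% = full blocker control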
NR1D1 modulator – modulators of Rev-erb alpha DNA binding, primary screen, biochemical, FITC-DNA, fluorescence polarization, uHTS; Nuclear receptor subfamily 1 group D member 1 (Homo sapiens), P20393; Rev-erbα–FITC-DNA binding, 90 min; activity, % at 10 µM; 370,000 tested, 0.79% active; AID 1259318, 2017;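 active means activity above about 14%, limit read from the data; passing the limit was not always enough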;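 further: 0% = DMSO wells with 35 nM protein and 100% = DMSO wells with 750 nM protein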
Target sequence (P20393 whole entry, looked up): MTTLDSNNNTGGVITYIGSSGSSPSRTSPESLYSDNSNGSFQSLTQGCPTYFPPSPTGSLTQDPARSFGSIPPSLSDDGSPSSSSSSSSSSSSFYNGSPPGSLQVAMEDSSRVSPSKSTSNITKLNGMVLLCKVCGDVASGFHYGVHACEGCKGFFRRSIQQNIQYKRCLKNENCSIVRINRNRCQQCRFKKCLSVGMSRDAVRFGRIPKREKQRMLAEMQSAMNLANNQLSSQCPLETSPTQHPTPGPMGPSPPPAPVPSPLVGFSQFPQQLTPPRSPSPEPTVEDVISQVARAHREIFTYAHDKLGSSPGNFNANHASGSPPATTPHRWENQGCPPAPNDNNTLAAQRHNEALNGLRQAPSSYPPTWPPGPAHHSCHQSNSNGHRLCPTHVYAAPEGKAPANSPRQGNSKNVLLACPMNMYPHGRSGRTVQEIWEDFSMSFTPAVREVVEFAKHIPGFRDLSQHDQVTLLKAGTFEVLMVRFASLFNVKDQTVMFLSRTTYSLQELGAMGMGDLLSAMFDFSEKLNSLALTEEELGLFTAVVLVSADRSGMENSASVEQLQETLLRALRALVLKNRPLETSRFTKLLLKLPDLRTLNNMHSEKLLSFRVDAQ
hcDAF12 agonist – H. contortus DAF-12 nuclear receptor activators, primary screen, cell-based, luminescence, HEK293, lit1-tk-luc reporter; HEK293 hcDAF-12 lit1-tk-luc reporter; 0% DMSO, 100% Δ7-dafachronic acid; activation, % at 6.8 µM; 370,000 tested, 1.4% active; AID 652067, 2013;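 active means activation above the mean of all tested compounds plus 3 SD, cut at about 5.5% in these data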;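 further: 100% = response to 3 µM Δ7-dafachronic acid high control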
DAX1 inh-1 – DAX1 (NR0B1) inhibitors on StAR promoter, primary screen, cell-based, luminescence, SF-1 (NR5A1), full-length DAX-1; HEK293T StAR-luciferase reporter, SF-1/DAX-1 repression relief; inhibition, % at 6.8 µM; 370,000 tested, 1.1% active; AID 652010, 2013;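 active means inhibition above the mean over all tested compounds plus 3 SD, cut at about 3.6% in these data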;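 further: 0% = DAX-1 cells with DMSO and 100% = cells lacking DAX-1 with DMSO; higher inhibition means more luminescence from relief of DAX-1 repression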
SMARCA2 activ – SMARCA2 (BRM) function activators, primary screen, cell-based, luminescence, high throughput | 370,000 tested, 1% active | activation, % at 9.1 µM | AID 652017, 2013 | MG213 cells, MMTV-luciferase reporter, dexamethasone, overnight; in the data active means activation above about 7.8%;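 further: 0% = vehicle wells and 100% = reference activator wells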
ADAM17 inh – ADAM17 inhibitors, primary screen, biochemical, QFRET | recombinant ADAM17, EDANS/DABCYL FRET peptide cleavage | inhibition, % at 6.95 µM | 370,000 tested, 0.83% active | AID 720648, 2013;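 active means inhibition above the mean of compounds lying between control limits plus 3 SD, set per campaign, cut at about 8.5% in these data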;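 further: 0% = DMSO-only wells as the low control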
ssDAF12 agonist – S. stercoralis DAF-12 nuclear receptor activators, primary screen, cell-based, luminescence, HEK293, GRIP1 co-expression, lit1-tk-luc; Nuclear hormone receptor DAF-12 (Strongyloides stercoralis); 370,000 tested, 1% active; activation, % at 6.8 µM; HEK293 ssDAF-12/GRIP1 lit1-tk-luc reporter; % of 3 µM dafachronic acid response;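 active means activation above the mean over all tested compounds plus 3 SD, cut at about 0.9% in these data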;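 further: 0% = DMSO-only wells and 100% = 3 µM delta7-dafachronic acid wells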
PLCg1 inh – PLC-gamma1 enzyme inhibitors, primary screen, biochemical, fluorescence, purified enzyme; 1-phosphatidylinositol 4,5-bisphosphate phosphodiesterase gamma-1 (Homo sapiens), P19174; fluorogenic substrate; inhibition, % at 12.2 µM; 370,000 tested, 0.84% active; in the data active means inhibition above about 9.5%
hgDAF12 agonist – H. glycines DAF-12 receptor agonists, primary screen, cell-based, luminescence, HEK293, GAL4 fusion, UAS-luciferase. Nuclear hormone receptor DAF-12 (Heterodera glycines), GAL4 fusion. HEK293 GAL4-hgDAF12 UAS-luciferase reporter, agonist luminescence; normalized to butyrate control. activation, % at 6.8 µM. 370,000 tested, 1.8% active. AID 687014, 2013;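 active means activation above a cutoff set at the mean of all screened compounds plus 3 SD, cut at about 10% in these data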;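 further: 0% = DMSO wells and 100% = sodium butyrate wells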
MBD2 DNA inh – inhibitors of MBD2 binding to methylated DNA, primary screen, biochemical, TR-FRET, DNA-binding domain, human; MBD2 binding to methylated oligonucleotide; inhibition, % at 4.4 µM; 370,000 tested, 0.31% active; AID 686964, 2013; in the data active means inhibition above about 13%
DAX1 inh-2 – DAX1 (NR0B1) inhibitors, primary screen, cell-based, HEK293, Gal4-DAX1, luciferase luminescence | AID 504766, 2011 | HEK293 Gal4-DAX1 luciferase reporter | inhibition, % at 6.75 µM | 340,000 tested, 0.99% active | Nuclear receptor subfamily 0 group B member 1 (Homo sapiens), P51843;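 active means inhibition above the mean over all tested compounds plus 3 SD, cut at about 4.2% in these data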;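 further: 0% = DAX1-transfected cells with DMSO and 100% = empty-vector control cells with DMSO; inhibition shows as a rise in luminescence from relieved DAX1 repression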
Target sequence (P51843 207-470 limits assumed): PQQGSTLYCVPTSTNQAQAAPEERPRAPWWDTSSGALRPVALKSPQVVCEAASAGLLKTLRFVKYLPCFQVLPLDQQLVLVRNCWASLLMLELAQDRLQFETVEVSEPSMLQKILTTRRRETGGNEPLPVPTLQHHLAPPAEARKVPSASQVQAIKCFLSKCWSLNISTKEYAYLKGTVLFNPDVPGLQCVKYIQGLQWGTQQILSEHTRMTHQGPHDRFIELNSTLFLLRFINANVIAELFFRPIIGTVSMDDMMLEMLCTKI
Numbers without * were called inactive; / = no result given. Random draw from the library; any-hit rate near 7.4%.

SMILES | PLCb3 inh | NR1D1 modulator | hcDAF12 agonist | DAX1 inh-1 | SMARCA2 activ | ADAM17 inh | ssDAF12 agonist | PLCg1 inh | hgDAF12 agonist | MBD2 DNA inh | DAX1 inh-2
CCOC(=O)[C@@]12CCCC3=C1N(CCC3)C(=O)[C@H]2CC(=O)NCc1ccccc1 | 3 | -1 | -1.8 | 0.1 | -1 | -2 | -1.2 | 0 | -0.6 | 1 | /
Cc1ccc(N2C(=O)C(c3c(C)[nH]n(-c4ccccc4)c3=O)(C(F)(F)F)C3=C2CC(C)(C)CC3=O)cc1 (stereo unspecified) | 3 | 9 | -0.2 | -0.1 | -2 | -1 | -1.1 | 2 | 1.9 | 2 | -0.2
CC1(C)Cc2c(sc3nc(SCC(=O)N4CCOCC4)nc(N)c23)CO1 | -1 | -1 | -1.5 | 1.0 | -1 | -16 | -1.4 | -3 | -0.6 | 1 | -0.5
CC(Oc1ccccc1)C(=O)NC1C(=O)N2C1SC(C)(C)C2C(=O)O (stereo unspecified) | -1 | -6 | -1.0 | 0.0 | 1 | -1 | -1.2 | -1 | 0.4 | 1 | 0.0
Cc1ccc(N2C(=O)/C(=C/c3cccnc3)SC2=S)cc1 | -1 | 5 | -0.1 | 0.3 | -2 | -1 | -1.1 | 2 | 2.6 | 5 | 0.4
CC1(c2ccc3c(c2)OCCCO3)NC(=O)N(CC(=O)NCCc2ccccc2)C1=O (stereo unspecified) | -6 | -3 | -0.9 | 0.9 | -2 | -5 | -0.6 | 1 | -1.8 | 3 | -0.3
CN1C[C@H]2CON(C)[C@H]2C[C@H]1c1cccc(N2CCOCC2)c1 | -2 | 8 | -1.4 | -0.7 | 0 | -1 | -1.0 | -1 | 3.5 | 1 | 0.6
COc1ccc(OCC(=O)Nc2ccc3c(c2)CCC3)cc1 | -7 | -1 | 1.2 | 0.3 | 0 | 0 | -1.4 | 1 | -0.1 | 2 | -0.1
CC(=O)Oc1cccc(Nc2ncnc3ccccc23)c1 | -6 | -6 | -0.2 | 0.2 | 0 | 0 | -1.5 | -3 | 2.2 | 2 | -1.0
Oc1cc(O)c2c(c1)O[C@H](c1ccc(O)c(O)c1)[C@H](O)C2 | 3 | -5 | -1.2 | -0.5 | 0 | -4 | -1.5 | -1 | 0.0 | -4 | 0.1

Profiles as entered above.
`CC(Oc1ccccc1)C(=O)NC1C(=O)N2C1SC(C)(C)C2C(=O)O` (stereo unspecified) across the screens: PLCb3 inh: -1; NR1D1 modulator: -6; hcDAF12 agonist: -1.0; DAX1 inh-1: 0.0; SMARCA2 activ: 1; ADAM17 inh: -1; ssDAF12 agonist: -1.2; PLCg1 inh: -1; hgDAF12 agonist: 0.4; MBD2 DNA inh: 1; DAX1 inh-2: 0.0
`CC1(c2ccc3c(c2)OCCCO3)NC(=O)N(CC(=O)NCCc2ccccc2)C1=O` (stereo unspecified) across the screens: PLCb3 inh: -6; NR1D1 modulator: -3; hcDAF12 agonist: -0.9; DAX1 inh-1: 0.9; SMARCA2 activ: -2; ADAM17 inh: -5; ssDAF12 agonist: -0.6; PLCg1 inh: 1; hgDAF12 agonist: -1.8; MBD2 DNA inh: 3; DAX1 inh-2: -0.3

A draw from above in order of number of heavy atoms, rising:
SMILES | PLCb3 inh | NR1D1 modulator | hcDAF12 agonist | DAX1 inh-1 | SMARCA2 activ | ADAM17 inh | ssDAF12 agonist | PLCg1 inh | hgDAF12 agonist | MBD2 DNA inh | DAX1 inh-2
Cc1ccc(N2C(=O)/C(=C/c3cccnc3)SC2=S)cc1 | -1 | 5 | -0.1 | 0.3 | -2 | -1 | -1.1 | 2 | 2.6 | 5 | 0.4
COc1ccc(OCC(=O)Nc2ccc3c(c2)CCC3)cc1 | -7 | -1 | 1.2 | 0.3 | 0 | 0 | -1.4 | 1 | -0.1 | 2 | -0.1
CC(Oc1ccccc1)C(=O)NC1C(=O)N2C1SC(C)(C)C2C(=O)O (stereo unspecified) | -1 | -6 | -1.0 | 0.0 | 1 | -1 | -1.2 | -1 | 0.4 | 1 | 0.0

Going on with the list:
SMILES | PLCb3 inh | NR1D1 modulator | hcDAF12 agonist | DAX1 inh-1 | SMARCA2 activ | ADAM17 inh | ssDAF12 agonist | PLCg1 inh | hgDAF12 agonist | MBD2 DNA inh | DAX1 inh-2
C/C(=N\Nc1nc(N2CCOCC2)nc(N2CCOCC2)n1)c1cccs1 | 4 | 5 | -0.9 | -0.3 | 5 | -3 | 0.0 | 0 | -4.0 | -3 | -0.3
CCCc1nc2n[nH]c(N)c2c2c1COC(C)(C)C2 | 2 | -7 | -1.7 | 0.5 | 0 | -2 | -1.2 | -9 | -0.2 | 3 | -1.0
O=C(Nc1nnc([C@@H]2C[C@H](O)[C@@H](CO)O2)s1)NC1CCCCC1 | 1 | 1 | -1.1 | -0.7 | -3 | 0 | -0.5 | 1 | -0.4 | -2 | /
COc1ccc(N2CCN(CCCn3ccc(NC(=O)OCc4ccccc4)nc3=O)CC2)cc1 | -4 | 0 | -0.9 | -2.1 | -4 | 3 | -1.9 | 1 | -3.9 | 5 | -0.3
CC(C)c1onc(C(=O)Nc2cccc(O)c2)c1[N+](=O)[O-] | 0 | 0 | 1.4 | 1.5 | 4 | 2 | -0.7 | -1 | 2.0 | 0 | 0.2
COc1ccc(S(=O)(=O)N(CCc2ccccc2)CC(=O)N/N=C/c2ccc3c(c2)OCO3)cc1 | 3 | 2 | -1.8 | 0.2 | -1 | 0 | -0.3 | -2 | 1.3 | 0 | 0.8
O=C(NC12CC3CC(CC(C3)C1)C2)N1CCN(S(=O)(=O)c2ccc(Cl)cc2)CC1 | 1 | -2 | -1.8 | -0.3 | -2 | -3 | -0.6 | -4 | -0.9 | -2 | 0.4
COc1ccc(CCC(C)NC2C3CC4CC(C3)CC2C4)cc1 (stereo unspecified) | 4 | 1 | 0.3 | -1.0 | -3 | 4 | -0.8 | 6 | -1.5 | 1 | -0.9
CN(C(=O)c1ccc(NC(=O)Cc2ccc(NC(=O)C3CCN(C(=O)C4CC4)CC3)cc2)cc1)C1CC1 | -1 | 0 | -1.4 | 0.6 | 1 | -3 | -1.2 | 0 | -0.1 | -5 | 0.7
CCc1ccc(NC(=O)CCn2ccnc2C)cc1 | 3 | -4 | -0.6 | 0.7 | -4 | -10 | -0.9 | 3 | 2.4 | 6 | -0.5
Cc1ccc(CNC(=O)Cc2nc3nc(C)cc(C)n3n2)cc1 | 3 | -2 | 0.0 | 0.3 | -4 | 0 | -1.0 | 2 | -1.9 | -2 | 2.8
COc1ccc(CNC(=O)c2cc(C(C)=O)c[nH]2)cc1 | -2 | -3 | -1.4 | -0.5 | -2 | 1 | -1.0 | 3 | -1.4 | 3 | -0.5
O=C(OCc1ccccc1)N1CCC2CC1c1cc(-c3ccc4c(c3)OCO4)ccc12 (stereo unspecified) | 3 | -3 | 0.0 | -0.7 | 3 | 1 | -0.8 | 5 | 3.5 | 0 | -0.1
CN(Cc1ccco1)C(=O)CN1C(=O)NC2(CCCC2)C1=O | -4 | 1 | 0.8 | -0.6 | -1 | -10 | -0.6 | 2 | -1.1 | 3 | 0.8
CC(=O)Oc1ccc(C(=O)Nc2ccccc2NC(=O)c2ccc(OC(C)=O)cc2)cc1 | -1 | -2 | 0.0 | 0.0 | -1 | 0 | -1.4 | 2 | -1.0 | -5 | -0.3
COc1ccc(CC2(CO)CCN(C(C)COc3ccccc3)CC2)cc1 (stereo unspecified) | 7 | 7 | -1.3 | 0.6 | -5 | 0 | -0.3 | 2 | -2.2 | -8 | 0.6
CS(=O)(=O)c1ccc(-c2sc3ccccc3c2C#CCCO)cc1 | -20 | -2 | -2.1 | -0.8 | 0 | -47 | -1.2 | -24 | -1.9 | -3 | -0.9
O=C(/C=C/Nc1ccc(F)cc1F)c1ccco1 | -9 | -2 | 15* | 7.5* | 7 | -4 | 2.1* | -10 | 25* | 6 | -0.9
COc1ccc(C(=O)NC(=S)N2CC(C)OC(C)C2)cc1 (stereo unspecified) | 0 | -8 | 1.4 | -0.3 | 1 | -4 | -0.9 | 0 | 0.8 | 8 | 1.9
CCN(CC(=O)NCc1ccc(F)cc1)CC(=O)Nc1ccccc1-c1ccccc1 | -6 | -1 | -1.0 | 0.2 | -1 | -3 | -1.2 | 1 | -2.3 | 2 | -0.9
CCCc1cc(C(=O)Nc2ccc(C(C)=O)cc2)no1 | 1 | 0 | 1.2 | 0.8 | 1 | 2 | -0.9 | 2 | 1.0 | 1 | 0.9
CSc1ncccc1C(=O)NC1CCCc2c1cnn2-c1ccc(C)c(C)c1 (stereo unspecified) | -8 | 1 | -0.8 | -2.7 | -3 | -4 | -0.4 | 11* | -1.6 | 2 | -0.2
COc1ccccc1C1CCN(C(=O)c2cnn(-c3ccccc3)c2C)CC1 | -2 | -4 | -2.5 | -0.7 | -6 | -2 | -1.3 | -1 | -4.3 | 4 | -0.6
O=S(=O)(c1ccccc1)c1nc(-c2ccco2)oc1NCCCn1ccnc1 | -6 | -4 | 1.1 | 0.2 | 2 | -2 | -1.4 | -12 | 0.0 | -1 | 0.0
Cc1ccc(NS(=O)(=O)c2ccc(Cl)c(N=Nc3c(O)[nH]c(=O)[nH]c3=O)c2)cc1Cl | -3 | -5 | 0.1 | -0.6 | -1 | -4 | -1.1 | 0 | 0.6 | -2 | -0.7
CSc1oc(-c2ccccc2)nc1C(N)=O | 10 | -24 | -0.8 | -0.3 | -1 | 1 | -1.5 | 8 | 0.0 | -8 | -0.5
O=C(NC1CC1)c1cccc(NC(=O)c2cc(S(=O)(=O)N3CCOCC3)ccc2Cl)c1 | -6 | -4 | -1.5 | -1.7 | -3 | -4 | -1.3 | 2 | -2.8 | -3 | -0.6
Cc1ccc(C(=O)Nc2cccc(C(=O)N3CCOCC3)c2)cc1 | 4 | 0 | 0.9 | 1.0 | 16* | -1 | -0.1 | 3 | 5.1 | -3 | 0.9
COc1ccc(S(=O)(=O)Nc2ccc3c(c2)C(=O)N([C@H](C)CO)C[C@H](C)[C@@H](CN(C)C(=O)NC2CCCCC2)O3)cc1 | -4 | -3 | -1.7 | -0.3 | -2 | 0 | -1.2 | 2 | -1.2 | 1 | -0.7
CCN(CC)C(=O)CCS(=O)(=O)c1cccc2nonc12 | -4 | -7 | -0.2 | 0.9 | 0 | -2 | -0.6 | 1 | 3.0 | 2 | 1.0
CCN(C(=O)CSc1nccc(=O)[nH]1)C1CCCCC1 | -1 | 4 | -0.9 | 0.0 | 1 | -4 | -0.9 | 1 | 0.3 | 4 | 0.0
